Vif-APOBEC3F blk = qHTS for Inhibitors of Vif-A3F Interactions: qHTS; hit rate 0.2% among 390,000; HeLa A3F-eYFP + Vif (tagged APOBEC3F with the HIV-1 protein that degrades it), YFP fluorescence increase; AID 602313, 2012; Potency, µM (top dose mostly 46.1 µM), inactives show at the highest dose activity, negative = active; note: potency is the fitted concentration of half-maximal effect; % of control where 0% means no effect; nearly all actives have a fitted effect of over 65% in size
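HeLa cells stably expressing A3F-eYFP plus Vif, plated and incubated overnight at 37 deg C, then exposed to compounds overnight at 37 deg C. Blocked degradation read as raised yellow fluorescence (Ex 488/Em 500-530).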
USP1 inh = Inhibitors of USP1/UAF1: Primary Screen; Ubiquitin carboxyl-terminal hydrolase 1 (Homo sapiens), O94782; recombinant USP1/UAF1, Ub-Rhodamine cleavage fluorescence; Potency, µM (top dose mostly 57.1 µM), without a hit: top-dose activity change, negative = inhibition, usual class: inhibitors; hit rate 0.23% among 390,000; AID 743255, 2014; note: potency is the fitted concentration of half-maximal effect; % is set by controls: 0 for no effect and ±100 for the full control effect; nearly all actives have a fitted effect of over 60% in size; inactives centre near -12
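High-throughput fluorogenic screen: 1nM USP1/UAF1 complex, Ub-Rho substrate 150nM final, 50mM HEPES pH 7.8 with 0.5mM EDTA, 0.1 mg/ml BSA, 1mM TCEP and 0.01% Tween-20.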
Glioma ERSR ind = qHTS for Inducers of the Endoplasmic Reticulum Stress Response (ERSR) in Human Glioma: qHTS; U87-MG GRP78 promoter luciferase reporter, 16 h; Potency, µM, for the others: top-dose activation, most hits filed as activators; hit rate 0.02% among 420,000; note: potency is the fitted concentration of half-maximal effect; series mostly up to about 76 µM; % of control where 0% means no effect; nearly all actives have a fitted effect of over 35% in size
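Stably transfected U87-MG glioma cells carrying a GRP78-based luciferase sensor; 16 h compound incubation. Luminescence end-point read 10 min after Bright-Glo addition at room temperature.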
TrxR1 substrate = qHTS Assay for Substrates of Mammalian Selenoprotein Thioredoxin Reductase 1 (TrxR1): qHTS; purified TrxR1 substrate turnover, NADPH consumption readout; Potency, µM (highest dose often 114 µM), without a hit: at the highest dose activity change, negative = substrate turnover; hit rate 0.01% among 390,000; note: potency is the fitted concentration of half-maximal effect; % is set by controls: 0 for no effect and ±100 for the full control effect; nearly all actives have a fitted effect of over 50% in size
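Rat TrxR1, dispensed at 90 nM, was prereduced with 400 uM NADPH (final) for 5 min at ~22 deg C, then incubated with compound 15 min before 400 uM selenite. A first-read NADPH fluorescence drop versus no-compound background flagged substrates.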
LDHA inh = qHTS assay for inhibitors of human lactate dehydrogenase; purified LDHA, NADH/diaphorase-resazurin fluorescence; stronger effect = lower value; activity change, % (values are at about 110 or 230 µM); hit rate 0.15% among 480,000; AID 1347041, 2019; in the data active = activity change below about -30%; inconclusive = mostly about -25% to -30%;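 note: plate controls were DMSO wells for no effect and wells without enzyme for full effect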
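LDH5 2 nM; NADH 0.06 mM, pyruvate 0.2 mM; 200 mM Tris pH 7.4, EDTA, Tween-20; 5 min RT. Detection: diaphorase 0.133 mg/mL + resazurin 37 µM, fluorescence ex540/em590 at 0 and 20 min; normalized to enzyme-free and DMSO wells.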
PI4K2A inh = qHTS for small molecular inhibitors of PI4K2A; purified PI4K2A, ADP-Glo luminescence, 1 h; stronger effect = lower value; hit rate 0.13% among 420,000; Phosphatidylinositol 4-kinase type 2-alpha (Homo sapiens), Q9BTU6; activity change, negative = inhibition, % at 76.9 µM; in the data active = activity change below about -50%; inconclusive = mostly about -30% to -49%;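 note: -100% = wells without enzyme as full effect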
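ADP-Glo luminescence measured ADP generated by PI4K2A enzyme (4 ug/mL before mixing) with 1.2 mM PI substrate (pre-mix) and 300 microM ATP (pre-mix). Tris pH7.5 buffer with MgCl2, Triton X-100; 1 h reaction at ambient temperature.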
Vif-APOBEC3G blk = qHTS for Inhibitors of Vif-A3G Interactions: qHTS; DNA dC->dU-editing enzyme APOBEC-3G (Homo sapiens), Q9HC16; HeLa A3G-eYFP + Vif (tagged APOBEC3G with the HIV-1 protein that degrades it), YFP fluorescence, overnight; Potency, µM (series often up to 46.1 µM), inactives show at the highest dose activity, negative = active, most hits filed as inhibitors; hit rate 0.076% among 410,000;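 note: potency is the fitted concentration of half-maximal effect; % is set by controls: 0 for no effect and ±100 for the full control effect; nearly all actives have a fitted effect of over 60% in size; hits raise eYFP signal because A3G escapes Vif-driven loss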
Target sequence (Q9HC16 whole entry, looked up): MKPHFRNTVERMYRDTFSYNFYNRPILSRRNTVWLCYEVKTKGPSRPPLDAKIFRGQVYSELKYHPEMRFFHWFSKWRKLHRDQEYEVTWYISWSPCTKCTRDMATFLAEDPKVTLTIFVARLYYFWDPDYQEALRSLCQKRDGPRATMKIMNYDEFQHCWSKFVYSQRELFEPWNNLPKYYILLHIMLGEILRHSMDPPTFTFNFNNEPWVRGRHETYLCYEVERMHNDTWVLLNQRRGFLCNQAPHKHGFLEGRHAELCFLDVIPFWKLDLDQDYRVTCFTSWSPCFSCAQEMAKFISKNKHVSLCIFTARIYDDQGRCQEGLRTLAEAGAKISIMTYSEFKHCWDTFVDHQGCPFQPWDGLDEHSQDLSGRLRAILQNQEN
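Read-out is eYFP fluorescence (Ex 488/Em 500-530) from Vif-expressing HeLa A3G-eYFP cells; more signal means A3G escaped Vif-mediated degradation. Cells plated overnight, compound pinned in, incubated overnight at 37 deg C.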
RXFP1 agonist = qHTS Assay for Agonists of the Relaxin Receptor RXFP1; Relaxin receptor 1 (Homo sapiens), Q9HBX9; HEK293T-RXFP1 cAMP TR-FRET, 30 min; response scale: percent of porcine relaxin response, buffer zero; Potency, µM (series often up to 57.5 µM), without a hit: at the highest dose activation, actives largely listed as activators; hit rate 0.3% among 370,000; AID 2676, 2010; note: potency is the fitted concentration of half-maximal effect; % is set by controls: 0 for no effect and ±100 for the full control effect; nearly all actives have a fitted effect of over 60% in size; many of its hits are not listed in these tables
Target sequence (Q9HBX9 whole entry, looked up): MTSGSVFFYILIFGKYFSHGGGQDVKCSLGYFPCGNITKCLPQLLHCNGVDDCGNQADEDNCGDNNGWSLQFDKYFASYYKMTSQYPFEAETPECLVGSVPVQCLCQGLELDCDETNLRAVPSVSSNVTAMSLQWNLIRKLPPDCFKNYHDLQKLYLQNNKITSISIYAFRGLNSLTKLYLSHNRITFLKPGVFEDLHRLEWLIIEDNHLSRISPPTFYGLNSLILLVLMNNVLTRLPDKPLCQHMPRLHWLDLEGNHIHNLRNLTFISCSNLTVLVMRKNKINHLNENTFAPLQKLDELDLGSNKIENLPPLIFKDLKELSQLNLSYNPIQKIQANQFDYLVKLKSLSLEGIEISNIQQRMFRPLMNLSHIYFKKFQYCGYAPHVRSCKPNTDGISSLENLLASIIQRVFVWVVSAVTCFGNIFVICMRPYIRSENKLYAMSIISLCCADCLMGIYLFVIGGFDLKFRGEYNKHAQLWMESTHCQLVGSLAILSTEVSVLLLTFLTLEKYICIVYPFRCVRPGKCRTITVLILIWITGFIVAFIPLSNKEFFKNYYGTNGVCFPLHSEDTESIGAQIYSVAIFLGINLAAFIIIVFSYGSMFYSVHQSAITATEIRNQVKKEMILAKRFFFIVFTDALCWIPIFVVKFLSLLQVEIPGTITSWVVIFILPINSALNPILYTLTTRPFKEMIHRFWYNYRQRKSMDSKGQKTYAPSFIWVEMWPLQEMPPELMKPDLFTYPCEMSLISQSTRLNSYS
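HEK293 cells stably expressing RXFP1, treated 30 min at 37C with compounds plus PDE4 inhibitor Ro 20174; cAMP measured by HTRF TR-FRET. Normalized to buffer and 29 nM porcine relaxin; EC50 by Hill fit.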
IDH1 R132H inh = qHTS for Inhibitors of mutant isocitrate dehydrogenase 1 (IDH1): qHTS | Isocitrate dehydrogenase [NADP] cytoplasmic (Homo sapiens), O75874 | IDH1-R132H enzyme, NADPH consumption, diaphorase/resazurin fluorescence | Potency, µM (doses to about 76.6 µM), inactives show top-dose activity change, negative = inhibition, actives largely listed as inhibitors | hit rate 0.093% among 390,000; note: potency is the fitted concentration of half-maximal effect; % is set by controls: 0 for no effect and ±100 for the full control effect; nearly all actives have a fitted effect of over 65% in size
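IDH1-R132H (0.5 ug/mL dispensed) in pH 7.5 Tris buffer was preincubated 30 min with compound, then given a substrate mix of 0.016 mM NADPH and 2 mM alpha-KG for 80 min at room temperature; remaining NADPH was read by diaphorase/resazurin fluorescence.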
The depositor's hits bear a star; u = inconclusive; x = no result given; & = joins results of further samples; [ ] = remark or other dose. Unless noted, calls come from the whole dose curve; as a rule, active = well fitted curve in the direction sought with a large enough effect; inconclusive = small, poorly fitted or top-dose-only effect, or another doubt; inactive = no such curve, though single readings can be large; an effect the other way counts as inactive or inconclusive.

SMILES	Vif-APOBEC3F blk	USP1 inh	Glioma ERSR ind	TrxR1 substrate	LDHA inh	PI4K2A inh	Vif-APOBEC3G blk	RXFP1 agonist	IDH1 R132H inh
CCN(CC)C(=O)CSc1nc(-c2ccccc2)ccc1C#N	-1%	-5%	0%	4%	0	2	1%	26%	-1%
Cc1cc2c(cc1S(=O)(=O)Nc1cccc(F)c1C)NC(=O)CO2	-4%	-13%	-2%	5%[57.1 µM]	-5	-2	7%	-1.9%	15%
Cc1cc(C)cc(NC(=O)c2c(C)nc3ccccn23)c1	15%	-15%	3%	-1%[57.1 µM]	-8	-1	-6%	0.0%	-1%
COc1cc(OC)c(NC(=O)c2ccc3nc(C(C)C)oc3c2)cc1Cl	-14%	-8%	-7%	0%[57.1 µM]	7	8	-5%	4.5%	-16%
Cc1nnc(SCC(=O)NCc2ccco2)n1-c1ccccc1	-4%	-11%	0%	0%	-15	1	0%	-0.5%	15%
COc1cc(-c2nc(-c3ccc4c(c3)-c3ccccc3S4(=O)=O)c(-c3ccccc3)[nH]2)cc(OC)c1O	0%	-23%	-2%	-3%	1	5	0%	1.7%	u
COc1ccc(C(=O)COC(=O)c2cc(=O)c3ccccc3o2)c(OC)c1	-11%	8%	3%	x	-4	-3	-3%	x	-2%
Cc1ccc2c(c1)cc(C(=O)NCc1ccccc1C)n2C	2%	-26%	-1%	8%	-2	-1	-8%	u	-3%
CCOC(=O)c1cc(NC(=O)C2C3C=CC(O3)C2C(=O)O)cc(C(=O)OCC)c1 (centres undefined)	14%	-6%	-8%	0%	-6	-7	0%	5.7%	-7%
COc1ccc(S(=O)(=O)N(CC(=O)NC2CC2)Cc2ccccc2)cc1	-8%	-19%	-5%	4%	-1	5	-1%	-1.2%	-2%
NCCc1nnc(SCc2ccc(Cl)cc2)o1	1%	-10%	2%	7%	-10	-3	1%	-0.3%	-8%
O=C(NCCCO)C(=O)c1c(-c2ccccc2)cc2ccccn12	1%	-17%	-2%	-5%	-3	11	0%	2.7%	-12%
CC1CCc2[nH]c3ccc(C(=O)N(C)CC(=O)Nc4ccccc4Br)cc3c2C1 (centres undefined)	-3%	-11%	-5%	5%	-1	3	2%	3.4%	2%
NS(=O)(=O)c1ccc(N/N=C/c2cn(-c3ccccc3)nc2-c2ccccc2)c([N+](=O)[O-])c1	-13%	-8%	u	4%	-7	0	-5%	-1.5%	-9%
Cc1ccc(NC(=O)c2ccc(S(=O)(=O)N3CCCCCC3)cc2)nc1	2%	-11%	1%	11%	-6	-4	-1%	0.1%	9%
COc1ccc(CCNC(=O)Cc2c(C)c3ccc(O)c(C)c3oc2=O)cc1OC	-1%	-26%	-1%	213%[activator]	6&-10	-1	-1%	5.5%	-5%
CCc1nnc(NC(=O)CSc2nccn2Cc2ccc(F)cc2)s1	6%	-31%	-4%	11%[57.1 µM]	-1	1	2%	1.9%	8%
CC1(C)SC2C(NC(=O)COc3ccccc3)C(=O)N2C1C(=O)O (centres undefined)	-3%&1%	-8%&-8%	-6%&-5%&-4%	5%&3%	-14&-3	-3&6	1%&-5%	-1.3%&3.5%	0%&14%
CC1CN(C2CCCCC2)C(=S)N(c2ccccc2)C1=O (centres undefined)	-10%	-13%	-7%	-6%[2.29 µM]	-4	-17	-2%	x	4%
COc1ccccc1-n1cnc2cc(NC(C)=O)ccc21	-4%	-5%	-4%	1%	-7	-1	-4%	0.1%	4%
CCOC(=O)c1c(-c2ccccc2)csc1NC(=O)CSc1nc(C)cc(C)n1	-1%	-6%	-4%	-5%	-5	1	-3%	1.4%	-1%
OCC[C@@H]1C[C@H](O)[C@@H](O)[C@@]2(OCCc3ccccc32)O1	-7%	3%	-2%	11%	-16	-2	1%	-2.2%	7%
O=C(O)c1ccc2nc(-c3cc4cc(F)ccc4oc3=O)[nH]c2c1	3%	-21%	-3%	6%[57.1 µM]	19	-5	1%	11%	4%
CSCCC(NC(=O)c1ccccc1Br)C(=O)NNC(=O)c1csc(N2CCOCC2)n1 (centres undefined)	5%	-10%	-3%	4%[57.1 µM]	-6	2	0%	-0.3%	-9%
CC1C/C(=C/c2ccncc2)C(=O)/C(=C/c2ccncc2)C1 (centres undefined)	13%	u	-15%	3%	-2	-20	u	0.9%	u

Compound profiles, as listed above. Values in the order: Vif-APOBEC3F blk	USP1 inh	Glioma ERSR ind	TrxR1 substrate	LDHA inh	PI4K2A inh	Vif-APOBEC3G blk	RXFP1 agonist	IDH1 R132H inh
Record of Cc1ccc2c(c1)cc(C(=O)NCc1ccccc1C)n2C → 2%	-26%	-1%	8%	-2	-1	-8%	u	-3%
Record of CC1C/C(=C/c2ccncc2)C(=O)/C(=C/c2ccncc2)C1 (centres undefined) → 13%	u	-15%	3%	-2	-20	u	0.9%	u

Carrying on.
SMILES	Vif-APOBEC3F blk	USP1 inh	Glioma ERSR ind	TrxR1 substrate	LDHA inh	PI4K2A inh	Vif-APOBEC3G blk	RXFP1 agonist	IDH1 R132H inh
CC(=O)N1Cc2ccccc2CC1C(=O)NCc1ccccc1F (centres undefined)	2%	-5%	-9%	-2%	-5	-3	-1%	0.1%	3%
O=C(CCCNC(=O)c1ccc(Cl)cc1)Nc1nccs1	7%	4%	0%	3%	-9	1	0%	x	-7%
Cc1ccc(NC(=O)c2c(C)nn(-c3ccccc3)c2Cl)c(C)c1	-5%	-21%	1%	-1%	-4	-5	-6%	-0.3%	1%
CCCCNC(=O)NC1C(NC(=O)NCCCC)N(C)C(=O)N1C (centres undefined)	-2%	0%	-7%	-5%	-2	-1	-3%	0.9%	-1%
O=C(CN1C(=O)C2C3C=CC(C3)C2C1=O)Nc1ccc2nccnc2c1 (centres undefined)	-7%	-4%	-1%	64%[activator]	6	3	0%	11%	-6%
CCc1ccc(NC(=O)CC2C(=O)N(c3cccc(C)c3)C(=O)N2C2CC2)cc1 (centres undefined)	11%	-13%	0%	5%[57.1 µM]	1	2	-2%	2.1%	-3%
Cn1c(CNC(=O)c2ccc(Cl)cc2)nnc1SCC(=O)NC1=NCCS1	-5%	-22%	-1%	3%	-3	3	1%	-1.2%	8%
O=C(NC(Cc1c[nH]c2ccccc12)C(=O)O)c1cccs1 (centres undefined)	-13%	3%	-3%	4%	-2	4	-1%	1.0%	3%
Fc1ccc(-c2cc(C(F)(F)C(F)F)[nH]n2)cc1	-6%	-13%	14%	0%[57.1 µM]	0	-8	0%	0.1%	11%
O=S(=O)(CCSc1ccc(C(F)(F)F)cn1)c1ccc(Cl)cc1	-14%	-20%	-2%	-3%[57.1 µM]	-5	2	-6%	1.4%	7%
CC(C)(C)NC(=O)COC(=O)c1ccccc1C(=O)c1ccccc1	1%	-12%	-3%	3%	-1	0	1%	1.6%	14%
CCc1ccc(C2CC(c3ccc(Cl)cc3)n3nc(N)nc3N2)cc1 (centres undefined)	2%	-9%	-3%	8%[57.1 µM]	-8	-4	-5%	-1.0%	-2%
CCOC(=O)Cc1csc(NC(=O)C(NC(=O)C2CCCCC2)C(C)C)n1 (centres undefined)	4%	-22%	-1%	0%	-2	0	-1%	2.8%	4%
CCOC(=O)C1(Cc2cccc(F)c2)CCN(CC(O)CO)CC1 (centres undefined)	-27%	-13%	-5%	6%	-4	2	-2%	0.4%	6%
CN1CCN(c2ncc3c(n2)CCN(Cc2cc(Br)cs2)C3)CC1	-2%	-3%	-4%	-3%[57.1 µM]	-1	1	1%	3.8%	19%
CC(Sc1nnnn1-c1ccc(O)cc1)C(=O)NNC(=O)c1ccc(F)cc1 (centres undefined)	4%	-9%	-3%	0%	2	3	0%	-1.4%	-1%
CCOC(=O)[C@H]1[C@H]2COc3ccc(OC)cc3[C@@H]2N2C(=O)[C@H](C)NC(=O)[C@@]12C	1%	-24%	-3%	9%	-12	1	-6%	-0.7%	-10%
COc1ccc(OC)c(S(=O)(=O)Nc2ccc3[nH]c(=O)[nH]c3c2)c1	5%&5%	-8%&4%	-3%&-3%	7%&13%	-4&6	-20&0	-1%&-8%	-0.4%&6.7%	8%&26%
CCC(=O)N1CCc2cc(Br)cc(S(=O)(=O)N3CCCC(C(=O)NC(C)(C)C)C3)c21 (centres undefined)	5%	-8%	-2%	3%[57.1 µM]	1	-3	-1%	-1.6%	3%
O=c1cc(-c2ccccc2)oc2ccc3ccccc3c12	-2%	-2%	-12%	x	1	-28	0%	x	7%
O=C1CCN(C2CCN(Cc3nc(Cc4ccccc4F)no3)CC2)CCN1	-1%	-5%	-1%	-1%	-4	-3	-4%	1.1%	-2%
CCC(C(=O)Nc1cc(C)nn1-c1nc(C)cc(C)n1)c1ccccc1 (centres undefined)	-13%	-4%	-7%	-1%	2	0	-7%	3.8%	4%
CCn1c(SCC(=O)Nc2ccc3c(c2)OCCO3)nnc1-c1ccncc1	-6%	-16%	-4%	-1%[57.1 µM]	-7	0	2%	0.7%	11%

A portion of the library; the hit share may differ from the screen's.
